NPY-Y2 antag: antagonists of human neuropeptide Y receptor Y2. inhibition, % at 2.7 µM. 140,000 tested, 0.99% active. NPY-Y2 expressing cells, antagonist mode. P49146; in the data active means inhibition above about 17%;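 further: 0% = vehicle with agonist challenge and 100% = reference antagonist with challenge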
Target sequence (P49146 whole entry, looked up): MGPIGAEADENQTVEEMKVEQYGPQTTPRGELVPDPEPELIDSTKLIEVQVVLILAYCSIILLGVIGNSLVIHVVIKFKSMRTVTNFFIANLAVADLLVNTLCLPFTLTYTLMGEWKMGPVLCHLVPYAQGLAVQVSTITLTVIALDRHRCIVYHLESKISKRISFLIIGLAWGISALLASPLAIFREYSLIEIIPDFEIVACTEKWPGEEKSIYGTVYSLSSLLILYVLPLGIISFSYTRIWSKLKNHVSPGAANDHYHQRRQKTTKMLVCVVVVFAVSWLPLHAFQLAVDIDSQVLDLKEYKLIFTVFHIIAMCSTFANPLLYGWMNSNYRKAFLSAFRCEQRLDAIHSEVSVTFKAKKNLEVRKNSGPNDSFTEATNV
Measles CPE: protection of cells from measles virus | Measles virus-infected cells, CPE protection, absorbance | protection (pct of control), % at 4 µM | 140,000 tested, 1.5% active | AID 841; in the data active means protection mostly above about 24%, no sharp cut-off; inactive means mostly below about 26%; further: some compounds called inactive have numbers as strong as hits
bCat KO growth: beta-catenin-lacking colon tumor cell growth suppression; HCT116 beta-catenin knockout viability, CellTiter-Glo, 60 h; active compounds read low; viability, % at 10 µM; 140,000 tested, 1.5% active;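 active means viability at or under a set limit, the compound median less 4 SD, cut at about 6% in these data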;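 further: 0% = Hyamine 1622 control at 20 µM and 100% = untreated cell control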
Yeast life ext: extends the lifespan of yeast | inhibition of the nicotinamide effect, % at 10 µM | 130,000 tested, 0.68% active | S. cerevisiae growth with nicotinamide, OD615; deaD strain in restrictive glucose medium;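 active means inhibition above a set limit, placed 3 SD over the median of all compounds, cut at about 26% in these data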;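 further: 0% = nicotinamide-treated wells and 100% = cells grown without nicotinamide; some compounds called inactive have numbers as strong as hits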
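System: Modified budding yeast, DeaD strain | Buffer or medium: Restrictive glucose medium | Also added: 1.5 mM nicotinamide | Doses: 10 µM single point, 0.25% DMSO | Schedule: 48 h compound exposure at 30 °C, humidified | Detection: Absorbance at 615 nm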
GALR2 antag: antagonists of human galanin receptor 2 (GALR2) | GALR2-expressing cells, antagonist mode | inhibition, % at 4 µM | 140,000 tested, 0.39% active; in the data active means inhibition above about 27%;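 further: cells stimulated with galanin 1-16 at roughly its EC80; 0% = agonist challenge control and 100% = basal control without agonist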
Target sequence (O43603 whole entry, looked up): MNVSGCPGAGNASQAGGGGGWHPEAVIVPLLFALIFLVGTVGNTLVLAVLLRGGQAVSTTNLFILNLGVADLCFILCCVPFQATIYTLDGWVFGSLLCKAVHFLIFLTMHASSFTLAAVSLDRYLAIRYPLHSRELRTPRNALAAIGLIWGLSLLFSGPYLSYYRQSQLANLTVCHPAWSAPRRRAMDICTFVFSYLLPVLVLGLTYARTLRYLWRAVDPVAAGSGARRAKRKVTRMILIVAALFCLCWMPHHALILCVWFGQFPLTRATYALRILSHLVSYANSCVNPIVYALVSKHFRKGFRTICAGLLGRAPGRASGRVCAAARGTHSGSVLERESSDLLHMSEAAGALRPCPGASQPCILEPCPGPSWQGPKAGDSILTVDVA
E-sel TNF inh: blocks E-selectin expression induced by TNF alpha | HUVEC TNFa-induced E-selectin immunofluorescence, high content | inhibition, % at 2 µM | 120,000 tested, 0.71% active;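 active means inhibition above the batch mean plus 3 SD, and confirmed as a hit on visual image review, cut at about 43% in these data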;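 further: 0% = TNF-stimulated DMSO wells and 100% = unstimulated control wells; not every result past the cut was called active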
PTEN del growth: PTEN-deleted cell growth suppression; viability, % at 10 µM; HCT116 PTEN-null viability, CellTiter-Glo, 60 h; active compounds read low; 140,000 tested, 1.2% active; AID 827;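 active means viability at or below a set limit, 4 SD under the median of all tested compounds, cut at about 3.7% in these data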;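 further: PTEN knockout HCT116 line with beta catenin targeted HCT116 as companion control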
Phagocyt inh: macrophage phagocytosis inhibition | J774A.1 macrophage IgG-bead phagocytosis, imaging | inhibition, % at 5 µM | 110,000 tested, 0.07% active | AID 1029;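 active means inhibition above the mean of the plate negative controls plus 5 SD, cut at about 13% in these data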;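 further: phagocytic index as fraction of beads internalized from green versus red external bead signal; plate controls were DMSO negative control for no effect and cytochalasin-D positive control for full effect; some results beyond the cut were filed as inactive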
BB579 growth dn: reduces growth of yeast BB579 in restrictive medium | S. cerevisiae BB579 growth, OD615, 48 h | inhibition, % at 10 µM | 140,000 tested, 0.51% active;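 active means inhibition above a set limit, 3 SD over the mean compound inhibition, cut at about 44% in these data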; further: inactives centre near -24
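Test system: Saccharomyces cerevisiae DeaD strain BB579, replicative lifespan model yeast | Buffer or medium: Restrictive CSMM-D medium | Doses: One dose, 10 µM compound with 0.25% DMSO | Incubation: 48 h exposure, 30 °C | Detection: Culture absorbance at 615 nm | Control set: Amphotericin B at 10 µg/mL as positive control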
MRP1 act: MRP-1 activation. 140,000 tested, 0.61% active. H69AR cells + doxorubicin, viability rescue, CellTiter-Glo. viability increase, % at 10 µM;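 active means viability gain under doxorubicin at or above a set limit, the compound median plus 3 SD, cut at about 4.7% in these data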;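 further: MRP-1 overexpressing cells given doxorubicin 25 µM after compound pretreatment; 18-22 h compound pretreatment then 72 h with doxorubicin before readout; 0% = doxorubicin-only wells and 100% = vehicle-treated cells without doxorubicin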
Starred values were filed as active, the others as inactive; · = no result given.

SMILES	NPY-Y2 antag	Measles CPE	bCat KO growth	Yeast life ext	GALR2 antag	E-sel TNF inh	PTEN del growth	Phagocyt inh	BB579 growth dn	MRP1 act
COc1ccc(-c2nc(SCc3ccccc3)n(S(C)(=O)=O)n2)cc1	10	2	99	-6	10	-29	101	-2	-11	2.5
Cc1ccc(CNc2ncnc3cc(Cl)ccc23)o1	1	5	67	-7	24	17	68	0	-22	-5.0
Cc1ccc(S(=O)(=O)N(CC(=O)Nc2cccc([N+](=O)[O-])c2)Cc2ccc(Cl)cc2)cc1	-3	5	74	-5	-1	·	69	-9	-32	-1.6
O=C(NC1CCCCC1)c1cc(Cl)ccc1[N+](=O)[O-]	-1	9	92	-2	4	·	94	0	-20	1.4
c1ccc2c(CN3CCCCC3)csc2c1	5	11	97	7	5	·	104	-4	-37	-1.4
CCC(C)(C)NC(=O)C(c1ccncc1)N(Cc1cccs1)C(=O)Cn1nnc2ccccc21 (stereo not given)	10	7	93	-5	17	-53	101	0	-75	-0.8
Cc1cc(NC(=O)CCC(=O)N(c2ccccc2)C2(C(=O)NC3CCCCC3)CCCC2)no1	-4	6	72	-23	-3	-25	76	0	-21	-4.1
CCOC(=O)Cc1cnc(NC(=O)c2ccccc2)s1	4	5	88	-5	3	1	89	2	-13	-3.6
CCCCNC(=S)N(C)/N=C/c1c(F)c(F)c(F)c(F)c1F	9	11	83	-2	-24	4	81	-3	-21	-4.3
O=C(NCc1ccccn1)c1cc(-n2cnnc2)ccc1Cl	0	15	111	-13	10	-7	104	-2	-7	0.0
CCOC(=O)c1c(C(C)(C)C)oc2ccc(OCC#N)cc12	5	8	83	-13	-2	-11	97	-3	-7	-0.9
C=CCOc1c2ccc(C(=O)NCc3ccc(C)cc3)cc2nn1C	3	18	107	-18	9	-21	107	·	-43	-1.4
CCc1cccc(C)c1NC(=O)CSc1nc2ccc(N3C(=O)c4ccccc4C3=O)cc2s1	2	18	86	-4	4	-9	85	-5	-56	-1.0
CN(C)c1cccc(-c2nnc(SCCCC#N)o2)c1	2	3	106	-20	-19	40	112	·	-25	0.7
Cc1ccc(C2CC(C(F)(F)F)n3ncc(C(=O)NCc4ccco4)c3N2)cc1 (stereo not given)	5	28	93	-5	0	·	97	-2	-61	-1.3
O=c1oc2c(CN3CCCCC3)c(O)ccc2c2c1CCCCC2	4	19	87	-10	6	-20	85	2	-28	-2.6
O=C(NCCc1ccccc1)Nc1ccc(Cl)cc1	5	22	102	-6	2	·	95	-5	-16	-1.2
COc1c(F)c(F)c(C(=O)Nc2ccc(NC(=O)c3ccco3)cc2)c(F)c1F	4	1	39	-22	11	-9	40	-2	-42	-3.9
O=C(C/C(=N\NC(=O)c1ccccc1Br)C(F)(F)F)c1cccs1	1	10	79	4	-17	·	93	-2	-54	-0.9
Cc1ccccc1-n1c(Cn2c(=O)sc3ccccc32)nnc1SCC(=O)N1CCCC1	5	11	87	-7	2	-3	81	0	11	-2.4
CCC(C(=O)OCC(=O)Nc1c(Cl)cc(Cl)cc1Cl)c1ccccc1 (stereo not given)	4	8	93	10	0	-19	100	-6	-39	1.0
O=C(CCCn1c(=S)[nH]c2cc3c(cc2c1=O)OCO3)N1CCN(c2ccccc2)CC1	2	21	70	-3	15	-41	74	2	6	2.4
CCOC(=O)CNC(=O)c1ccc(C)cc1	3	7	99	-5	-5	·	104	0	-30	0.8
O=C1CC(Cc2ccccc2)C(=O)N1CCCn1ccnc1 (stereo not given)	3	9	96	-9	-1	2	105	0	-32	-1.8
CC(=O)Nc1ccc(C(=O)N2CCN(C(=O)c3ccco3)CC2)cc1	2	19	99	-7	-2	16	88	2	-23	-2.7
COc1ccc(C(=O)N=c2c(C#N)cc3c(=O)n4cccc(C)c4nc3n2Cc2ccco2)cc1	3	2	58	-4	-8	-10	59	-1	-17	-2.1
N#CCCn1c(Cl)nc2ccccc21	3	14	93	-2	2	15	110	2	-19	-0.6
COc1ccccc1-n1c(CNC(=O)c2ccco2)nnc1SCC(=O)Nc1nccs1	2	44	86	-3	8	-15	84	-1	2	-3.0
COc1ccc(OCCSc2nnc(-c3ccoc3C)n2C)cc1	2	5	85	-10	-2	·	88	-1	-46	0.7
COc1ccc(-c2cc(NCCc3ccncc3)n3ncnc3n2)cc1	-1	12	90	-9	0	·	93	1	-37	-3.8
NC(=O)CC[C@H](NC(=O)OCc1ccccc1)C(=O)OCc1ccc(Cl)cc1	0	9	93	-5	5	·	105	-2	-19	0.4
COc1ccccc1C1(CC(=O)Nc2nccs2)CCOC(C(C)C)C1 (stereo not given)	3	4	70	-13	-11	-27	69	·	-18	-1.0
CCCN1C2=NCCCN2c2ccccc21	2	7	82	-9	6	17	75	·	3	-1.9
C[C@]1(C(=O)NCCc2c[nH]c3ccccc23)C=C[C@@H](Cc2ccccc2)N1C(=O)c1ccccc1	2	4	65	7	-4	·	60	·	-7	-1.8
CC(C)CC(=O)c1c[nH]c(C(=O)NCCc2ccccn2)c1	0	5	99	-7	0	·	108	-1	-38	-0.9
COc1ccc2[nH]c(-c3ccc(C)cc3)cc(=O)c2c1	1	3	41	5	0	·	35	·	-34	-2.1
CCCCSc1nc2ccc(Nc3nc(N4CCOCC4)nc(N4CCOCC4)n3)cc2s1	1	10	70	-22	9	5	73	·	-11	-4.3
O=C(Oc1nsnc1N1CCOCC1)N(c1ccccc1)c1ccccc1	3	7	82	5	-3	·	80	0	-35	-3.9
CCc1nc2oc3ccccc3c(=O)c2c(=O)n1CCOC	4	24	97	-8	-7	·	97	-1	-7	-3.1
Cc1noc(C)c1COC(=O)Cc1ccc(Cl)cc1	-1	48*	103	2	-3	12	100	0	-21	1.6
CCN1CCN(CNC(=O)c2cnccn2)CC1	6	6	95	6	9	·	100	-1	-4	0.2
COc1ccc(C(=O)NC(=S)Nc2cccc(NC(=O)c3ccco3)c2)cc1[N+](=O)[O-]	0	6	77	-6	-5	·	76	-1	-8	-1.7
Cc1cc2nc(C)c(Cc3ccccc3)c(=O)n2[nH]1	-1	26	85	-6	-4	·	93	-1	-32	-2.4
CC1(C(=O)CSc2n[nH]c(-c3ccccc3Cl)n2)CCC(=O)O1 (stereo not given)	0	19	87	-15	12	·	104	3	-3	-0.8
CCC(C)n1c(SCC(=O)NC(=O)Nc2ccc3c(c2)OCCO3)nc2ccccc2c1=O (stereo not given)	6	10	61	8	-1	·	53	0	-27	-0.3
Cc1nn(S(=O)(=O)N(C)C)c(C)c1CN1C(=O)c2ccccc2C1=O	2	9	96	-8	-12	5	92	0	-40	-0.3
CCOC(=O)c1ccc(NC(=O)CSc2nnc(-c3ccncc3)n2C)cc1	-1	2	95	-4	-4	3	103	0	-32	-1.2
O=C(NCc1ccco1)C1CCN(C(=O)c2cc3sccc3n2Cc2ccc(F)cc2)CC1	3	11	56	-3	10	-22	55	-5	-46	-2.1

As a working copy, four of the compounds above:
SMILES	NPY-Y2 antag	Measles CPE	bCat KO growth	Yeast life ext	GALR2 antag	E-sel TNF inh	PTEN del growth	Phagocyt inh	BB579 growth dn	MRP1 act
CCCCSc1nc2ccc(Nc3nc(N4CCOCC4)nc(N4CCOCC4)n3)cc2s1	1	10	70	-22	9	5	73	·	-11	-4.3
O=C(Oc1nsnc1N1CCOCC1)N(c1ccccc1)c1ccccc1	3	7	82	5	-3	·	80	0	-35	-3.9
CCc1nc2oc3ccccc3c(=O)c2c(=O)n1CCOC	4	24	97	-8	-7	·	97	-1	-7	-3.1
Cc1noc(C)c1COC(=O)Cc1ccc(Cl)cc1	-1	48*	103	2	-3	12	100	0	-21	1.6

(more compounds)
SMILES	NPY-Y2 antag	Measles CPE	bCat KO growth	Yeast life ext	GALR2 antag	E-sel TNF inh	PTEN del growth	Phagocyt inh	BB579 growth dn	MRP1 act
CCn1c(C)c(C(C)=O)c(N2CCN(c3ccc(F)cc3)CC2)nc1=S	4	6	94	-8	1	-8	108	-1	-26	0.5
COc1ccc(-c2cc(-c3cccs3)c(C#N)c(SCC(=O)NCc3ccccc3OC)n2)cc1	0	2	10	-5	2	-10	6	·	-46	-6.2
CCCOc1ccc(N2C(=O)CC(N3CCC(O)(c4cccc(C(F)(F)F)c4)CC3)C2=O)cc1 (stereo not given)	0	2	100	-5	3	-15	98	-2	-30	-0.6
O=C(COC(=O)C12CC3CC(CC(C3)C1)C2)NCc1ccco1	3	29	95	12	-4	-18	94	0	-19	-0.8
CN1CCC(N(C)C(=O)c2ccccc2Nc2ccc(SC(F)F)cc2)CC1	3	6	83	-1	6	-14	93	-1	-34	-3.4
CCOC(=O)C1CCN(CC(=O)c2c(C)[nH]c3ccccc23)CC1	2	12	90	-4	8	-4	93	3	-59	-1.3
COc1cc2nc(C3CCC3)n(NC(=O)C3CCC(OC)CC3)c(=O)c2cc1OC (stereo not given)	2	1	87	-6	-29	·	92	0	-13	-0.5
C=CCn1c(=O)c2c(C)c(C)sc2n2c(Nc3ccccc3)nnc12	4	2	86	-9	1	-38	90	-2	-35	-3.9
OC(CN1CCOCC1)Cn1c(-c2cccc(Cl)c2)nc2ccccc21 (stereo not given)	4	4	99	-6	1	-52	92	-1	-6	-0.6
CCOC(=O)C(=NC(C)CC)NNc1ccc(Br)cc1 (stereo not given)	1	10	94	-7	11	21	88	1	93*	-1.8
CC(C)(C)NC(=O)c1cc(Cl)ccc1[N+](=O)[O-]	0	16	99	-4	-2	·	78	-3	-33	0.1
C=CCn1c(O)c(N=NC(=S)Nc2ccc(OC)cc2)c2ccccc21	6	11	18	-1	-3	-17	11	-2	-6	-2.4
Cc1ccccc1Nc1nc(CSc2nnc(-c3ccoc3C)n2C)cs1	3	4	90	-8	-1	-11	96	0	5	-0.5
COc1ccccc1Oc1c(C)oc2c(CN3CCN(C)CC3)c(O)ccc2c1=O	3	2	87	-15	-1	·	95	-2	-33	-5.8
COc1ccc(-c2coc3c(CN4CCCCC4)c(O)c(CN4CCCCC4)c(O)c3c2=O)cc1	7	2	1.4*	-12	25	-34	1.6*	6	-44	-5.2
CC(C)[C@H](NC(=O)c1ccccc1)C(=O)OCC(=O)NCCC1=CCCCC1	4	4	93	-3	-6	·	98	-7	-20	-3.0
O=S(=O)(c1cccc(-c2cn3cccnc3n2)c1)N1CCCCCC1	1	4	82	-17	2	0	92	-1	-30	-2.5
COC(=O)c1ccc(CSc2nc3c(cnn3-c3ccc(C)c(C)c3)c(=O)[nH]2)o1	3	30*	98	·	-1	-5	87	·	7	-6.0
c1ccc2c(-c3c[nH]c4ccccc34)c3ccccc3nc2c1	8	3	22	-8	17	-7	30	·	-43	-5.2
CCc1cc(-c2n[nH]c(C)c2-c2nc3ccccc3n2C)c(O)c(CN2CCN(C)CC2)c1O	0	17	82	-9	12	2	76	-1	-11	-6.1

Pulled by structure from the entries so far:
SMILES	NPY-Y2 antag	Measles CPE	bCat KO growth	Yeast life ext	GALR2 antag	E-sel TNF inh	PTEN del growth	Phagocyt inh	BB579 growth dn	MRP1 act
Cc1ccccc1-n1c(Cn2c(=O)sc3ccccc32)nnc1SCC(=O)N1CCCC1	5	11	87	-7	2	-3	81	0	11	-2.4
CN1CCC(N(C)C(=O)c2ccccc2Nc2ccc(SC(F)F)cc2)CC1	3	6	83	-1	6	-14	93	-1	-34	-3.4

Screening results from PubChem.
